Screens deposited in PubChem BioAssay by National Center for Advancing Translational Sciences (NCATS).
BAZ2B block: inhibitors of human BAZ2B bromodomain | Q9UIF8 | AlphaScreen BAZ2B-H3K14Ac peptide displacement | Potency, µM (top dose mostly 114 µM), for the others: at the top dose activity change, negative = inhibition, actives largely listed as inhibitors | 4.4% of 360,000 active | AID 504333; also: % is scaled to controls: 0 for no effect and ±100 for the full control effect; nearly all actives have a fitted effect of over 60% in size
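Inhibition is scored as reduced AlphaScreen emission. The BAZ2B/b-H3(5-23)K14Ac complex (50 nM each) in PBS pH 7.4, 0.01% Tween-20 meets compound (up to 110 uM) for 30 min at RT before bead addition.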
HP1b chromo inh: blocks HP1-beta chromodomain binding to methylated histone tails | P83916 | AlphaScreen HP1-beta / biotin-H3K9me3 peptide binding | Potency, µM (top dose mostly 114 µM), inactives show top-dose activity change, negative = inhibition, actives largely listed as inhibitors | 0.56% of 390,000 active | AID 540317; also: nearly all actives have a fitted effect of over 70% in size; inactives centre near 23
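AlphaScreen: HP1-beta (50 nM) preformed 30 min with biotin-H3(1-18)K9me3 peptide (50 nM) in PBS pH 7.4, 0.01% Tween-20. Compound added for 30 min at RT, then streptavidin donor/nickel chelate acceptor beads (10 ug/mL) for 30 min.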
JMJD2A Tudor: blocks the human JMJD2A Tudor domain; O75164; AlphaScreen JMJD2A-Tudor / H3K4me3 peptide binding; Potency, µM (top dose mostly 114 µM), for the others: at the highest dose activity change, negative = inhibition, usual class: inhibitors; 4.4% of 390,000 active; also: % is scaled to controls: 0 for no effect and ±100 for the full control effect; nearly all actives have a fitted effect of over 50% in size
Target sequence (O75164 whole entry, looked up, the tested form may be a part): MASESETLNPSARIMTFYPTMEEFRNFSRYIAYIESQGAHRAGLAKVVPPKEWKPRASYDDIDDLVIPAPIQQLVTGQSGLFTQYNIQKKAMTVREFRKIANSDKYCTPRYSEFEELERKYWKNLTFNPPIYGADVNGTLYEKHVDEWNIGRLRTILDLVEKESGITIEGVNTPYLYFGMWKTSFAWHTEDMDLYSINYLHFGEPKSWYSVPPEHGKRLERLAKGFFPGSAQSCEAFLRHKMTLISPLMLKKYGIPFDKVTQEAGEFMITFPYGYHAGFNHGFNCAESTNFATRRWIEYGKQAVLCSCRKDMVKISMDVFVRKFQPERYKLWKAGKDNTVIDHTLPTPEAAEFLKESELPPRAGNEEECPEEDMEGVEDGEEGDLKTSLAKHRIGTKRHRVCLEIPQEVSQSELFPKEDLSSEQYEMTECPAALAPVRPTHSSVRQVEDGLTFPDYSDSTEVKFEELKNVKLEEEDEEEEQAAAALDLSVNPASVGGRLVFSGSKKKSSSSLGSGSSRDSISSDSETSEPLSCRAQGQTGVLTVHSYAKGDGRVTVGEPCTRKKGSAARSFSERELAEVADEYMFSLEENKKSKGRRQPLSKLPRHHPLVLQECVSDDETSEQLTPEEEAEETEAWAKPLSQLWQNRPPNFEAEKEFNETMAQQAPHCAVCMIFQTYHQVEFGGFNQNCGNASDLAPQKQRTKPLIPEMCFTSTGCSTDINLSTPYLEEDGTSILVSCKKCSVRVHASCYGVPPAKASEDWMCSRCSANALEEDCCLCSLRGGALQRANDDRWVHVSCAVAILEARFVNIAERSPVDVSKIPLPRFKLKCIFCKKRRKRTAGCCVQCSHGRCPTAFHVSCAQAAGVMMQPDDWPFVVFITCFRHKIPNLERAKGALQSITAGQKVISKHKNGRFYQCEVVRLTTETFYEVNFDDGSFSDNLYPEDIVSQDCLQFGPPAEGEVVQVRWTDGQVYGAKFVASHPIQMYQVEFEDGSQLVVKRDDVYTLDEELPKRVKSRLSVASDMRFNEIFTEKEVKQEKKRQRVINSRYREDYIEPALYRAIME
Pin1 inh: human Pin1 inhibition; Q13526; Pin1 FP peptide displacement, HiFluor488, 10 min; Potency, µM (highest dose often 115 µM), for inactives: at the highest dose activity, negative = inhibition, most hits filed as inhibitors; 0.009% of 390,000 active; AID 504891; active = well fitted inhibition curve with a large enough effect in the polarisation, with a control signal flat, not every such curve was filed as active; inconclusive = small, poorly fitted or top-dose-only effect, or effect the other way, or a change in a side signal; inactive = no such curve, though single readings can be large or run the other way; the % refers to the polarisation; also: % is scaled to controls: 0 for no effect and ±100 for the full control effect
GLS inhibitor: blocks human kidney-isoform glutaminase activity | O94925 | AID 624170 | Potency, µM (highest dose often 45.5 µM), without a hit: at the top dose activity change, negative = inhibition, actives largely listed as inhibitors | 0.21% of 410,000 active | GLS enzymatic activity, qHTS titration; also: % is scaled to controls: 0 for no effect and ±100 for the full control effect
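hKGA; 45 mM KH2PO4 pH 8.2 + 0.02% Tween-20; cpd via pin tool; 1 mM Gln soln; GluOx/HRP/Amplex Red; RT 30 min; fluor. t0 & final.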
Tb PGK inh: T. brucei PGK inhibition; P07378; PGK/GAPDH coupled, Kinase-Glo luminescence, 60 min; Potency, µM (titrated, usually from 57.5 µM), for the others: at the highest dose activity change, negative = inhibition, actives largely listed as inhibitors; 0.043% of 380,000 active; AID 602233; also: % is scaled to controls: 0 for no effect and ±100 for the full control effect; nearly all actives have a fitted effect of over 60% in size
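Recombinant glycosomal PGK reaction used 1,3-bisphosphoglycerate generated in-well by GAPDH (100nM final) in 100mM TEA pH 7.6, 5mM MgCl2, 0.01% Tween-20. After 60 minutes at room temperature, ATP was read by Kinase-Glo Plus luminescence end-point.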
POLI inh: DNA polymerase iota (human) inhibition; Pol iota fluorescent replication assay, 10 min; Potency, µM (doses to about 115 µM), for the others: at the top dose activity, negative = inhibition, most hits filed as inhibitors; 1% of 390,000 active; AID 588590
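Fluorescent replication assay read twice, at 0 min and 10 min after adding 50 nM (final) substrate. Enzyme (10 nM) and compounds were first incubated 15 min at room temperature; enzyme-free buffer wells were negative controls.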
BLM helicase inh: inhibitors of human Bloom syndrome helicase BLM | P54132 | recombinant BLM DNA unwinding, fluorescence dequenching | Potency, µM (series often up to 56.1 µM), inactives show at the top dose activity change, negative = inhibition, hits mostly inhibitors | 0.2% of 350,000 active | AID 2528;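 also: plate controls were vehicle for no effect and no enzyme for full effect; nearly all actives have a fitted effect of over 35% in size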
G9a inh: inhibitors of human histone lysine methyltransferase G9a. 8.8% of 350,000 active. G9a H3K9 monomethylation, AlphaScreen, 2 h. Potency, µM (highest dose often 102 µM), without a hit: at the top dose activity, negative = inhibition, usual class: inhibitors. Q96KQ7. AID 504332; also: % is scaled to controls: 0 for no effect and ±100 for the full control effect; nearly all actives have a fitted effect of over 75% in size
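Quantitative HTS format: methyltransferase activity on a biotin-tagged H3K9 peptide is measured by AlphaScreen, using a rabbit anti-monomethyl-H3K9 antibody with streptavidin donor and anti-IgG acceptor beads. Final levels are 20 nM enzyme, 500 nM peptide, 20 uM SAM; 2 h RT.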
* hit, by the source's call; i = inactive; ? = inconclusive; . = no result given; [ ] = remark or other dose. Unless noted, calls follow the shape of the dose curve; as a rule, active = well fitted curve in the direction sought with a large enough effect; inconclusive = small, poorly fitted or top-dose-only effect, or another doubt; inactive = no such curve, though single readings can be large; an effect the other way counts as inactive or inconclusive. Potency is read from the fitted curve at half-maximal effect. This is a subset; the hit share may differ from the screen's.

SMILES | BAZ2B block | HP1b chromo inh | JMJD2A Tudor | Pin1 inh | GLS inhibitor | Tb PGK inh | POLI inh | BLM helicase inh | G9a inh
Cc1cccc(N2CCN(C(=O)c3ccc(-n4cncn4)c([N+](=O)[O-])c3)CC2)c1C | -34% | -12% | ? | -2% | 2% | -10% | 46%[activator] | -8% | -5%[12.7 µM]
Clc1ncn(C23CC4CC(CC(C4)C2)C3)n1 | 4% | 29% | 17% | -1% | 5% | 1% | 13% | -2% | 5%
CCN(Cc1ccccc1)c1nc2c(S(=O)(=O)c3ccccc3)nnn2c2ccc(Cl)cc12 | 9% | 16% | -3% | 31%[activator] | 0% | -10% | 31%[activator] | -4% | 11%[59 µM]
Cc1ccc(C(=O)O/N=C(\N)c2ccccn2)cc1Cl | 9% | 20% | -9% | 0% | -4% | -10% | 18% | -7% | .
COC(=O)c1cc(NS(=O)(=O)c2ccc(N3CCOCC3)c(N)c2)cc(C(=O)OC)c1 | -24% | 22% | -14% | 9% | 20% | -5% | 0% | -2% | -20%
COC(=O)c1cn(C(=O)c2cc(Cl)ccc2Cl)c2ccccc12 | 10% | 28% | 5% | -8% | 2% | -4% | 104%[activator] | -7% | 22%[0.501 µM]
CCOC(=O)N1CCN(S(=O)(=O)c2ccc(C(=O)N(CCN(CC)CC)c3nc4c(C)cccc4s3)cc2)CC1 | ? | -11% | ? | -1% | -6% | -7% | -7% | -5% | 50µM*
Cc1ccc2nc3sc(C(=O)NCCCN(C)c4ccccc4)cc3cc2c1 | ? | -19%[57 µM] | ? | 6% | 4% | 6% | -6% | 2% | ?
COc1ccc(-c2csc(N(CC(C)C)C(=O)c3ccco3)n2)cc1 | ? | 17% | 6% | 3% | 4% | i | -1% | -13% | 5%[0.501 µM]
Oc1cc(Cc2ccccc2)cnc1CN1CCOCC1 | -8% | 44%[activator] | -14% | -3% | 12% | -7% | -1% | -1% | -31%
Cc1ccc(OCCCC(=O)ON=C(N)c2ccccc2C)cc1 | 153%[activator] | 110%[activator] | 81%[activator] | 0% | -3% | -2% | -12% | . | 4%[12.7 µM]
COC(=O)c1[nH]c2cccc(OC)c2c1NC(=O)CN1CCN(c2cccc(OC)c2)C(C)C1 (stereo not given) | ? | -7% | -28% | 2% | 43%[activator] | -2% | -10% | -3% | ?
COCCCNc1nc2c(c(=O)[nH]c(=O)n2C)n1CCCc1ccccc1 | 7% | 15% | -8% | -3% | 16% | -8% | 28% | -2% | -32%
COc1cccc(/C(=N/O)C2CC2c2ccc(Cl)cc2)c1 (stereo not given) | 0% | 64%[activator] | 3% | -7% | 13% | 5% | 84%[activator] | -10% | 4%
NC(Cc1cccc2nsnc12)C(=O)O (stereo not given) | -5% | 5% | 7.1µM* | 4% | -15% | -1% | -20% | 2% | ?
CC(=O)Nc1ccc(NC(=O)CN(c2cccc(C(C)=O)c2)S(C)(=O)=O)cc1 | 6% | 20%[57 µM] | 3% | 5% | -2% | i | 38%[activator] | 0% | 12%
CC(=O)N1CCN(c2ccc(NC(=O)c3cccc(C)c3)cc2)CC1 | -5% | 6% | -7% | 4% | 1% | 4% | 91%[activator] | -11% | .
Cc1cc(C)nc(N2C(=O)CC(Cc3ccccc3)C2=O)n1 (stereo not given) | 9% | 17% | -10% | -1% | 8% | -7% | 8% | -4% | 7%[59 µM]
CCc1nnc(-n2nc(C)cc2-c2ccccc2)n1N | 2% | 21% | ? | 5% | -9% | -2% | -2% | 2% | -5%[59 µM]
CC(=O)N1CCCc2cc(S(=O)(=O)N3CCC(C(=O)Nc4ccc(C)cc4Cl)CC3)ccc21 | -4% | 9%[57 µM] | -15% | -1% | 3% | 9% | 9% | -10% | 2%[59 µM]
CN(C(=O)COC(=O)c1ccc(CN2CCCC2=O)cc1)c1ccccc1 | 0% | 47%[activator] | 2% | 1% | 1% | -6% | -4% | . | 16%[2.33 µM]
O=C(N/N=C/c1cccc(Oc2ccccc2)c1)c1cc[n+]([O-])cc1 | -27% | 26% | -22% | 1% | 6% | -10% | -5% | 2% | 13%
CSCCC(NC(=O)c1cccc([N+](=O)[O-])c1)C(=O)OCC(=O)N1CCCC1=O (stereo not given) | 6% | 2% | -13% | -1% | 4% | 4% | 29% | . | -35%[59 µM]
COc1cc(NC(=S)NC2CC(C)(C)NC(C)(C)C2)c(OC)cc1Cl | -30% | 38% | -18% | -5% | -5% | -5% | -21% | -2% | 50µM*
C=C(C)CN=CC1(C)CCC(C)=CO1 (stereo not given) | . | 11% | -18% | 5% | -3% | 19% | 92%[activator] | . | .
CC1(C)CC(=O)C(C(C2=C(O)CC(C)(C)CC2=O)c2cccs2)C(=O)C1 (stereo not given) | 3% | 21% | -19% | 1% | 32% | -5% | ? | 1% | 45µM*
CCCCNC(=O)/C(C#N)=C/c1cccnc1 | -27% | 19% | -16% | 1% | 1% | -10% | -6% | 0% | -58%[59 µM]
CSc1nccc(-c2c(-c3ccc(Cl)cc3)noc2C)n1 | 38% | 139%[activator] | 86%[activator] | -6% | 2% | -10% | 5% | -12% | .
O=C(COC(=O)/C=C/c1ccccc1Cl)NC1CCCCCC1 | 1% | 5% | -8% | 8% | -5% | -10% | ? | -4% | 7%
Cc1cn2c(=O)cc(COc3ccccc3NC(=O)c3ccc(C(C)(C)C)cc3)nc2s1 | 5% | 41%[activator] | -13% | 0% | -1% | i | 15% | -2% | 4%[59 µM]
Cc1ccc(CN(C(=O)c2ccc(F)cc2)c2ccccn2)o1 | ? | 2% | -18% | 0% | 0% | -2% | 15% | 0% | -7%[59 µM]
CCOC(=O)N1CCN(c2ccccc2O)CC1 | 6% | 26% | -13% | ? | 9% | 5% | 10% | -1% | 25%[59 µM]
COc1cccc(C(=O)N/N=c2\oc3c(OC)cccc3cc2C(=O)NCc2ccccc2)c1 | -3% | 9% | -2% | 10% | -5% | 0% | 12% | -4% | 33%[59 µM]
COc1ccccc1C(O)P(=O)(OC(C)C)c1ccc(N(C)C)cc1 (stereo not given) | 8% | 9% | -1% | 5% | 11% | -1% | 15% | -10% | 8%[59 µM]
COc1ccc(C2=COc3ccccc3C(=O)N2)cc1 | -19% | 13% | 1% | 4% | 29% | 2% | 109%[activator] | -5% | -10%
COC(=O)CC1NCCc2cc(OC)c(OC)cc21 (stereo not given) | -5% | 42%[activator] | -6% | -1% | 0% | -8% | 24% | -2% | 7%
COc1ccccc1N1CC(C(=O)Nc2nnc(SCc3cccnc3)s2)CC1=O (stereo not given) | -3% | 37%[activator] | -15% | -9% | 8% | 1% | 3% | -2% | .
O=C(COc1ccc(S(=O)(=O)NC2CCCC2)cc1)N1CCCCC1 | 0% | 17% | -12% | -5% | 2% | -2% | 13% | 1% | .
COc1ccc(-c2cn3cccnc3n2)cc1NC(=O)CC(C)C | -2% | 9% | -12% | -6% | -3% | i | 5% | -2% | .
C/C(=N\NC(=O)c1cc2ccccc2cc1O)c1cccs1 | -19% | 1% | -16% | 3% | -22% | -15% | ? | -7% | 3%

Complete entries as entered above. Order of values: BAZ2B block | HP1b chromo inh | JMJD2A Tudor | Pin1 inh | GLS inhibitor | Tb PGK inh | POLI inh | BLM helicase inh | G9a inh
Shown for CSCCC(NC(=O)c1cccc([N+](=O)[O-])c1)C(=O)OCC(=O)N1CCCC1=O (stereo not given) → 6% | 2% | -13% | -1% | 4% | 4% | 29% | . | -35%[59 µM]
Shown for CCOC(=O)N1CCN(S(=O)(=O)c2ccc(C(=O)N(CCN(CC)CC)c3nc4c(C)cccc4s3)cc2)CC1 → ? | -11% | ? | -1% | -6% | -7% | -7% | -5% | 50µM*
Shown for COCCCNc1nc2c(c(=O)[nH]c(=O)n2C)n1CCCc1ccccc1 → 7% | 15% | -8% | -3% | 16% | -8% | 28% | -2% | -32%
Shown for CCOC(=O)N1CCN(c2ccccc2O)CC1 → 6% | 26% | -13% | ? | 9% | 5% | 10% | -1% | 25%[59 µM]

The results go on:
SMILES | BAZ2B block | HP1b chromo inh | JMJD2A Tudor | Pin1 inh | GLS inhibitor | Tb PGK inh | POLI inh | BLM helicase inh | G9a inh
CC(C)CN(C(=O)CN(C)CC(=O)Nc1ccccc1C#N)c1c(N)n(CC(C)C)c(=O)[nH]c1=O | . | 21%[57 µM] | 3% | 4% | -3% | 10% | 22% | . | .
CC(CCc1ccccc1)NC(=O)Cc1ccc(Br)cc1 (stereo not given) | 15% | 56%[activator] | 8% | 3% | -6% | -1% | 88%[activator] | -3% | 23%
CC1(C)CC(=O)C=C(Nc2ccccc2)C1 | 2% | 4% | 8% | -4% | -14% | 2% | 115%[activator] | -5% | .
Nc1nc2cc(S(=O)(=O)N3CCOCC3)ccc2o1 | . | ? | ? | 2% | -21% | i | 25% | . | .
CCN(CC)c1ccc(-n2nc3cc(C)c(NC(=O)c4ccccc4F)cc3n2)cc1 | 38%[activator] | 232%[activator] | 23% | -2% | 0% | -6% | 26% | -5% | 65%[activator][59 µM]
CCCCn1c(N)c(N(CC(C)C)C(=O)CN2C(=O)NC3(CCC(C(C)(C)CC)CC3)C2=O)c(=O)[nH]c1=O (stereo not given) | . | 30% | -14% | 10% | -13% | i | 69%[activator] | . | .
O=C(NCCc1ccc(Cl)cc1)c1ccc(CSCc2cccc(Cl)c2)o1 | 36% | 70%[activator] | 26% | 13% | -1% | i | -4% | -9% | 8%[59 µM]
C#Cc1ccc(C(=O)Nc2cc(C(N)=O)ccc2N2CCOCC2)cc1 | -9% | 37%[activator] | -18% | ? | 0% | -1% | ? | -12% | -49%
COc1cc(NC(=S)NCCc2ccccc2)c(OC)cc1NC(=O)CC(C)C | ? | 20% | -11% | -10% | 14% | 0% | 35% | -5% | -5%
Cc1ccc(-c2nn(-c3ccccc3)cc2CO)cc1 | 7% | 29% | 11% | 3% | -32% | -27% | 137%[activator] | -9% | 17%
CCOc1cc(C(=O)N2CCC(c3ccncc3)CC2)cc(OCC)c1OCC | -3% | 28% | -15% | 4% | -8% | 1% | 13% | 0% | 42%[59 µM]
CCC(=O)Nc1ccc(-c2nnc(-c3ccccc3)o2)cc1 | -1% | 27% | 5% | 2% | -6% | 3% | 19% | -8% | -1%
